Source: PubChem BioAssay (Johns Hopkins Ion Channel Center)
MrgX1 PAM: allosterically activates human MrgX1 receptor signaling; B-score at 10 µM; MrgX1-HEK293, Fluo-4 calcium flux, FDSS; active compounds read high; 310,000 tested, 0.63% active;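 active = plate-corrected calcium response at least 3 library SD above typical, normal starting fluorescence, not activating the receptor alone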;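 also: compound read alongside a low EC10 to EC30 dose of BAM8-22 agonist; peak minus trough fluorescence over baseline measured at the second addition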
RGS4 pot: RGS4 potentiation or activation; HEK293 M3R/inducible RGS4, carbachol calcium flux Fluo4; active compounds read low; B-score at 10 µM; 310,000 tested, 0.92% active;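 active = B-score of the integrated calcium signal more than 4 SD below the library mean, with starting fluorescence not abnormally high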;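 also: negative B-score means reduced calcium response which marks RGS4 activation or potentiation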
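System – HEK293 FlpIn-TREx cells, stable M3R, doxycycline-inducible RGS4 · Reagent – ECmax carbachol challenge · Times – compound preincubation 20 min at room temperature before agonist · Technique – Fluo4 fluorescence kinetic imaging of calcium · Measure – B score of integrated Fluo4 ratio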
MrgX1 agonist: agonists of human MrgX1 receptor; Q96LB2; MrgX1-HEK293 cells, Fluo-4 calcium fluorescence, agonist mode; active compounds read high; B-score at 10 µM; 310,000 tested, 0.44% active; AID 588627;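 active = calcium response B-score plate-corrected fluorescence ratio at least 3 library SD, with starting fluorescence B-score inside 5 SD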
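Material – MrgX1-expressing HEK293 cells · Input – 15,000 cells seeded per well · Dosing – compound as first of three additions · Times – overnight seeding, then 1 h dark dye loading · Measured by – kinetic Fluo-4 NW fluorescence of intracellular calcium · Read-out – B-scored fluorescence response ratio · Benchmarks – positive and negative control wells on each plate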
RGS4 block: inhibitors of human RGS4; HEK293 M3R/RGS4 inducible, Fluo-4 calcium flux; active compounds read high; triggered by carbachol at its EC20; P49798; 310,000 tested, 0.45% active; B-score at 10 µM;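 active = B-score, a plate-corrected calcium signal, over three deviations above library mean, with baseline fluorescence within five deviations of library mean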;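 also: RGS4 expression induced by doxycycline in cells with stable M3 receptor; B-score is computed from the integrated fluorescence ratio over baseline after carbachol; higher B-score means a larger calcium signal and so more RGS4 inhibition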
TMEM16A act: mouse TMEM16A channel activation, primary screen; Q8BHY3; HEK293 TMEM16A/YFP-H148Q/I152L, iodide quench fluorescence; active compounds read low; B-score at 10 µM; 340,000 tested, 0.3% active; AID 623877;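 active = fluorescence-ratio B-score plate-corrected deviation score at least 3 library SD below zero, with starting fluorescence score within 5 deviations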;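 also: channel opened by trigger with iodide after compound preincubation; score built on the fluorescence ratio of max minus min over baseline; more negative score means more quench and so TMEM16A activation or potentiation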
KCNQ1 inh: blocks the human KCNQ1 potassium channel | B-score at 10 µM | 310,000 tested, 1.3% active | CHO-K1 KCNQ1, FluxOR thallium flux fluorescence; active compounds read high;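 active = compounds whose thallium flux B-score, printed positive for inhibition, exceeds three library SD while starting fluorescence stays within three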;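 also: channel opened by potassium depolarization with thallium stimulus after 20 min compound exposure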
Target sequence (P51787 whole entry, looked up): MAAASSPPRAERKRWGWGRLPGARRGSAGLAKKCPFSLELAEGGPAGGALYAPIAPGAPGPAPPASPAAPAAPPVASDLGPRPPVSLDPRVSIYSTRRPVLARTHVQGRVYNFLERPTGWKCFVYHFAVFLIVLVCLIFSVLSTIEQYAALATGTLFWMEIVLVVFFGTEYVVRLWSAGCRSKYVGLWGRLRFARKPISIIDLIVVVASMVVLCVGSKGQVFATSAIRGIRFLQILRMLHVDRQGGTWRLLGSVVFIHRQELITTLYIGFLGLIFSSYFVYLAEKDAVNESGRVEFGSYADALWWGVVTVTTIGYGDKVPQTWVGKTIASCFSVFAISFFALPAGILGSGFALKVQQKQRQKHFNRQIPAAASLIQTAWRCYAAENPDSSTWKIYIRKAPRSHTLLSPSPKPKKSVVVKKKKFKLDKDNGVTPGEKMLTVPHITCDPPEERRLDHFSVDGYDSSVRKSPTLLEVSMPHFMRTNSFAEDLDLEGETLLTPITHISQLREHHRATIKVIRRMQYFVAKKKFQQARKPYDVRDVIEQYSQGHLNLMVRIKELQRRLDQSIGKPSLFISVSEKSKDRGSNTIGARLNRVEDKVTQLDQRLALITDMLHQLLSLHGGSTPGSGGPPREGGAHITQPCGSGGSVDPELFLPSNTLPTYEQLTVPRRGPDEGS
KCNK3 inh: human KCNK3 channel inhibition, primary screen; O14649; CHO-KCNK3 thallium flux, FluxOR fluorescence; active compounds read low; B-score at 10 µM; 340,000 tested, 0.84% active;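 active = B-score under library mean minus 4 SD, starting fluorescence ratio at most library mean plus 5 SD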;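 also: more negative B-score means stronger inhibition of thallium flux through KCNK3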
hERG rescue: hERG (human) protection from proarrhythmic block; CHO-hERG, FluxOR thallium flux, dofetilide IC70 present; Q12809; 310,000 tested, 0.51% active; activation (rescue from dofetilide block), less the hit threshold, % at 10 µM;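 active = activation above the mean of controls blocked by dofetilide plus 5 SD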;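 also: thallium influx through hERG after potassium depolarization seen as dye fluorescence rise; in these data hits start at about 4.7%; inactives centre near -7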
TMEM16A inh: inhibitors of mouse TMEM16A calcium-activated chloride channel; HEK293 TMEM16A/YFP iodide influx fluorescence, ionomycin; AID 588511; normalized B-score (activity score, 25-100; higher = stronger inhibition) at 10 µM; 310,000 tested, 1.2% active;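 active = ratio plate-corrected score three or more library SD toward inhibition, starting fluorescence score within five deviations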;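 also: score derived from kinetic fluorescence span divided by baseline fluorescence per well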
KCNQ1 act: potentiators or activators of human KCNQ1 potassium channel; P51787; CHO-K1 KCNQ1, thallium flux FluxOR fluorescence; active compounds read high; B-score at 10 µM; 310,000 tested, 0.35% active; AID 2648;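 active = fluorescence ratio B-score, a plate-corrected score, at least three library SD, with initial intensity B-score within 5 SD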
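assay system = KCNQ1-transfected CHO-K1 cells | medium = assay buffer with matched DMSO | probe or stimulus = depolarizing K+/Tl+ stimulus, K2SO4 and Tl2SO4 each 12.5 mM in 5x stock | dosing = single dose | incubation = dye 90 min, compound 20 min, room temperature | detection = kinetic FluxOR fluorescence, 10 s baseline plus 110 s post-stimulus | evaluation = ratio B score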
KCNK9 block: blocks the human KCNK9 two-pore domain potassium channel | HEK293 KCNK9, FluxOR thallium flux fluorescence; active compounds read low | B-score at 10 µM | 310,000 tested, 1.2% active | AID 488922;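 active = ratio B-score over 3 SD below the library mean, with starting fluorescence within 5 SD of its mean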;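 also: negative B-score means less thallium flux so channel inhibition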
Target sequence (Q9NPC2 whole entry, looked up, the tested form may be a part): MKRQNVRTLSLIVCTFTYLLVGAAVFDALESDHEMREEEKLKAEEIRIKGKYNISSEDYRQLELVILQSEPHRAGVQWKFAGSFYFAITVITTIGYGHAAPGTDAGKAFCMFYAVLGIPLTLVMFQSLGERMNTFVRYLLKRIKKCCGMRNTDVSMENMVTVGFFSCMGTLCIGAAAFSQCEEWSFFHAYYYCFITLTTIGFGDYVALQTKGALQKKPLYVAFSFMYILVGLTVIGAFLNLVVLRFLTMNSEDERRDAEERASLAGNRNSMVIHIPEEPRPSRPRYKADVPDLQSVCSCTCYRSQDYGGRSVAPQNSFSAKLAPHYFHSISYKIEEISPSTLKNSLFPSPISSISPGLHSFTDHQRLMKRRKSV
An asterisk follows results filed as active; i = inactive; · = not tested or not shown.

Value order: MrgX1 PAM | RGS4 pot | MrgX1 agonist | RGS4 block | TMEM16A act | KCNQ1 inh | KCNK3 inh | hERG rescue | TMEM16A inh | KCNQ1 act | KCNK9 block
[1] N#CCCN(C(=O)COC(=O)C1=NNC(=O)CC1)c1ccccc1
    i | i | i | i | i | i | i | -10 | i | i | i
[2] Nc1nnc(SCC(=O)Nc2cc(S(=O)(=O)N3CCOCC3)ccc2Cl)s1
    i | i | i | i | i | i | i | -6 | i | i | i
[3] CCN(CC)C1CCN(C(=O)c2ccc3nc(Cc4ccc(OC)cc4)oc3c2)C1 (centres undefined)
    · | i | · | i | i | i | i | -10 | · | i | i
[4] COc1ccc(N2CC(O)(c3ccc(C)cc3)[N+]3=C2CCCC3)cc1 (centres undefined)
    i | i | i | i | i | i | i | -12 | i | i | i
[5] N#CC1=C(SCC(=O)Nc2ccc(C(=O)O)cc2)NC(=O)CC1c1ccco1 (centres undefined)
    i | i | i | i | i | i | i | -2 | i | i | i
[6] O=c1nc(N2CCCCC2)nc(Nc2ccccc2)[nH]1
    i | i | i | i | i | i | i | -3 | i | i | i
[7] Cc1ccc(C(=O)CCC(=O)Nc2ccccc2F)cc1
    i | i | i | i | i | i | i | -1 | i | i | i
[8] O=C(C[n+]1ccc(C(=O)N/N=C/c2ccc(Br)cc2)cc1)c1ccccc1
    i | i | i | i | i | i | i | -16 | i | i | i
[9] O=C(NC12CC3CC(CC(C3)C1)C2)c1ccccc1O
    9.8* | i | i | i | i | i | i | -4 | i | i | i
[10] Cc1ccccc1NC(=O)Cc1nc(-c2ccc3ccccc3c2)cs1
    i | i | i | i | i | i | i | -4 | i | i | i
[11] Oc1ccc(/C=N/N(Cc2ccccc2)c2ccccc2)c(O)c1O
    · | i | · | i | i | i | i | -7 | · | i | i
[12] O=C(Nc1cccnc1)c1ccc(COc2cc(Cl)ccc2Cl)o1
    i | i | i | i | i | i | i | 26* | i | i | i
[13] Cc1cc(Nc2ccc(C)c(Cl)c2)nc(N2CCOCC2)n1
    i | i | i | i | i | i | i | -9 | i | i | i
[14] COC(=O)c1nc(N)sc1-c1ccc(Cl)cc1
    i | i | i | i | i | i | i | -4 | i | i | i
[15] COc1ccccc1C(=O)NC(=O)COC(=O)C1CC1
    i | i | i | i | i | i | i | -11 | i | i | i
[16] COc1ccc(NC(=S)N(Cc2cccnc2)Cc2cc3cc(OC)c(OC)cc3[nH]c2=O)cc1
    i | i | i | i | i | i | i | -12 | i | i | i
[17] CC(=O)Nc1nnc(SCC(=O)NC(C)(C)C)s1
    i | i | i | i | i | i | i | 0 | i | i | i
[18] O=C(c1cc2ccccn2n1)N1CCN(Cc2ccccc2)CC1
    i | i | i | i | i | i | i | -12 | i | i | i
[19] CN1CCN(CC(O)Cn2c3ccccc3c3ccccc32)CC1 (centres undefined)
    i | i | i | i | i | i | i | 3 | i | i | i
[20] CC(C)C1N=C2c3ccccc3N=C(SCC(=O)NCCc3ccc(S(N)(=O)=O)cc3)N2C1=O (centres undefined)
    i | i | i | i | i | i | i | -5 | i | i | i

Further structures
Value order: MrgX1 PAM | RGS4 pot | MrgX1 agonist | RGS4 block | TMEM16A act | KCNQ1 inh | KCNK3 inh | hERG rescue | TMEM16A inh | KCNQ1 act | KCNK9 block
[21] COc1cc(-c2nnc(SCC(=O)NC3CCCC3)n2C)cc(OC)c1O
    i | i | i | i | i | i | i | -12 | i | i | i
[22] Cc1cc(OCC(=O)Nc2ccc(S(=O)(=O)N3CCN(C)CC3)cc2)ccc1Cl
    i | -8.3* | i | i | i | i | i | -14 | i | i | i
[23] CC1CCN(C(=O)c2ccc(CS(=O)(=O)Cc3ccccc3)cc2)CC1
    i | i | i | i | i | i | i | -7 | i | i | i
[24] CC(=O)Nc1ccc(/C=C2\CCc3ccccc3C2=O)cc1
    i | i | i | i | i | i | i | -3 | i | i | i
[25] O=C(CNC(=O)c1ccc(Br)o1)OCC(=O)c1cccc([N+](=O)[O-])c1
    i | i | i | i | i | i | i | -10 | i | i | i
[26] COc1ccc(COC(=O)NC2CCN(S(=O)(=O)c3ccc(OC)cc3)CC2)cc1
    i | i | i | i | i | i | i | -11 | i | i | i
[27] CNS(=O)(=O)c1cc(C(=O)O)ccc1OC
    i | i | i | i | i | i | i | -9 | i | i | i
[28] COc1ccccc1C(=O)Nc1ccc(-c2nnn(CC(=O)N3CCOCC3)n2)cc1
    i | i | i | i | i | i | i | -14 | i | i | i
[29] CN(C)N1C(N)=C(C#N)C(c2ccccc2F)C2=C1CC(C)(C)CC2=O (centres undefined)
    i | i | i | i | i | i | i | -6 | i | i | i
[30] CCOC(=O)c1c(NC(=O)CN2CCCCC2)sc(CN(C)C)c1-c1ccccc1
    i | i | i | i | i | i | i | -11 | i | i | i
[31] Cc1cccc(C)c1NC(=O)C(c1ccccc1)N1CCC1=O (centres undefined)
    i | i | i | i | i | i | i | -15 | i | i | i
[32] Cc1ccc(NC(=O)C2CC(Cl)=CCC2C(=O)O)c([N+](=O)[O-])c1 (centres undefined)
    i | i | i | i | i | i | i | -20 | i | i | i
[33] Cc1ccc(NC(=O)CSCc2ccc(F)cc2)cc1
    i | i | i | i | i | i | i | -9 | i | i | i
[34] CC(=O)c1ccc2c(c1)c(C#N)c1ccccc1[n+]2[O-]
    · | i | · | i | i | 11* | i | -23 | · | i | i
[35] O=C1N/C(=C\c2ccc(N3CCOCC3)c(F)c2)C(=O)N1Cc1ccccc1
    i | i | i | i | i | i | i | 0 | i | i | i
[36] COc1nc(-c2ccccc2)ccc1-c1noc(-c2ccco2)n1
    i | i | i | i | i | i | i | -11 | i | i | i
[37] Cc1ccc2occ(/C=N/NC(=O)c3ccccc3Br)c(=O)c2c1
    i | i | i | i | i | i | i | -12 | i | i | i
[38] COC(=O)[C@@H]1C[C@H]2CC[C@H](O)C[C@H]2N1Cc1ccccc1OC(=O)c1cccs1
    i | i | i | i | i | i | i | -11 | i | i | i
[39] O=C1c2ccccc2C(=O)N1CCCc1cn(C[C@H]2CC[C@@H]([C@@H]3CC[C@H](Cn4cc(CCCN5C(=O)c6ccccc6C5=O)nn4)O3)O2)nn1
    i | i | i | i | i | i | i | -8 | i | i | i
[40] COc1ccc(C(C)C)cc1S(=O)(=O)NCC1CCCO1 (centres undefined)
    i | i | i | i | i | i | i | -5 | i | i | i

Further entries.
Value order: MrgX1 PAM | RGS4 pot | MrgX1 agonist | RGS4 block | TMEM16A act | KCNQ1 inh | KCNK3 inh | hERG rescue | TMEM16A inh | KCNQ1 act | KCNK9 block
[41] CCCCNC(=O)c1cn(CC(C)C)c(=O)c2c1c1ccccc1n2C
    i | i | i | i | i | i | i | -7 | i | i | i
[42] Cc1ccc(NC(=S)N2CCc3[nH]c4ccccc4c3C2)cc1
    i | i | i | i | i | i | i | -4 | i | i | i
[43] O=C(CSc1nc2ccccc2nc1SCC(=O)N1CCCCC1)N1CCCCC1
    i | i | i | i | i | i | i | -20 | i | i | i
[44] CCOc1ccc(CCNC(=O)CN2C(=O)NC3(CCCCC3C)C2=O)cc1OCC (centres undefined)
    i | i | i | i | i | i | i | -2 | i | i | i
[45] Cc1cc(C)n(-c2ccc(F)cc2)c(=O)c1C#N
    i | i | i | i | i | i | i | -10 | i | i | i
[46] COCCN(C(=O)COC(=O)CCCOc1ccccc1)c1c(N)n(Cc2ccccc2)c(=O)[nH]c1=O
    i | i | i | i | i | i | i | -7 | i | i | i
[47] CCCCn1c(N)c(N(CCOC)C(=O)COC(=O)COc2cc(C)ccc2Cl)c(=O)[nH]c1=O
    i | i | i | i | i | i | i | -14 | i | i | i
[48] COc1ccc(C(=O)NC2CCN(S(=O)(=O)Cc3ccccc3)CC2)c(OC)c1
    i | i | i | i | i | i | i | -13 | i | i | i
[49] O=C(NCc1cccnc1)Nc1ccc(Cl)c(Cl)c1
    i | i | i | i | i | i | i | -10 | i | i | i
[50] CCCCCCNc1c([N+](=O)[O-])cc(C)cc1[N+](=O)[O-]
    i | i | i | i | i | i | i | -7 | i | i | i
[51] Cc1ccc(-c2cc(N)n(-c3ccc(F)cc3)n2)cc1
    i | i | i | i | i | i | i | -12 | i | i | i
[52] CN1C(=O)[C@H]2[C@@H](/C=C/c3ccccc3)N3C(=O)CN(Cc4ccc(-c5ccccc5)cc4)C(=O)[C@@]3(Cc3ccccc3)[C@H]2C1=O
    i | i | i | i | i | i | i | -4 | i | i | i
[53] COc1cccc2c(=O)c(SC(F)(F)C(F)C(F)(F)F)c(C)[nH]c12 (centres undefined)
    i | i | i | i | i | i | i | -7 | i | i | i
[54] CCN(c1ccccc1)S(=O)(=O)c1ccc2c(c1)N(C(C)=O)CCS2
    i | i | i | i | i | i | i | -10 | i | i | i
[55] CCN1C(=O)[C@H]2[C@@H](c3ccc(-c4cccc(Cl)c4)cc3)N[C@@](C)(C(=O)OC)[C@H]2C1=O
    i | i | i | i | i | i | i | -9 | i | i | i
[56] Cc1ccc(NC(=O)CSc2nnc(-c3ccncc3)o2)cc1
    i | i | i | i | i | i | i | -7 | i | i | i
[57] COc1cc(OC)c(C(=O)OCC(=O)N(Cc2ccccc2)C(C)(C)C)cc1OC
    i | i | i | i | i | i | i | -12 | i | i | i
[58] O=C1C2C3C=CC(C3)C2C(=O)N1/N=C/c1cn(Cc2ccccc2)c2ccccc12 (centres undefined)
    i | i | i | i | i | i | i | -7 | i | i | i
[59] O=C(NCc1ccccc1)c1ccc(N2C(=O)C3CCCCC3C2=O)cc1 (centres undefined)
    i | i | i | i | i | i | i | -5 | i | i | i
[60] COc1ccc(-c2nnn(CC(=O)N3CCN(c4ccccc4OC)CC3)n2)cc1
    i | i | i | i | i | i | i | -4 | i | i | i
[61] N#C/C(=C\c1ccc2c(c1)OCO2)C(N)=S
    7.5* | i | i | i | i | i | i | -6 | i | i | i
[62] C=CCn1c(COc2ccc(F)cc2)nnc1SCC(=O)NC1CCS(=O)(=O)C1 (centres undefined)
    i | i | i | i | i | i | i | -13 | i | i | i
[63] Cc1onc(C(=O)NCc2ccc(F)cc2)c1[N+](=O)[O-]
    i | i | i | i | i | i | i | -9 | i | i | i
